# ABCB1 inh – inhibitors of human ABCB1 transporter, ABCG2 counter-screen; P08183; CCRF-Adr cells, JC-1 efflux, flow cytometry; inhibition, % at 6.6 µM; 190,000 tested, 0.067% active; in the data active means inhibition above about 40%;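 further: 0% = vehicle and 100% = reference inhibitor; higher value means more JC-1 retained so stronger ABCB1 efflux block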
# Bim-Bcl-W – human Bim-Bcl-W interaction inhibition | 190,000 tested, 0.02% active | bead-based flow cytometry, Bim peptide-Bcl-W binding | inhibition, % at 10 µM | Q92843;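 further: 0% = bound tracer without compound and 100% = peptide blocker; higher means less fluorescent Bim peptide bound to Bcl-W beads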
# GSH fluor – compound fluoresces at 488/530 nm on GSH beads; GSH beads flow cytometry, compound fluorescence 488/530 nm; stronger effect = higher value; fluorescence (KMESF) at 10 µM; 190,000 tested, 0.25% active; AID 1776; in the data active means fluorescence above about 89;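 further: glutathione beads carrying GST-tagged Bcl family fusion proteins plus one bare bead set; values are compound well signal with DMSO vehicle wells as background; inactives centre near 16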
# Avidin bead fluor – avidin bead compound fluorescence profile; Avidin beads, compound fluorescence 488/530 nm, flow cytometry; stronger effect = higher value; fluorescence (KMESF) at 10 µM; 220,000 tested, 0.38% active; AID 1775; in the data active means fluorescence above about 47; further: inactives centre near 10
# Bim-Bfl-1 – human Bim-Bfl-1 interaction inhibition | Bead-based flow cytometry, Bim-Bfl-1 binding inhibition | inhibition, % at 10 µM | 190,000 tested, 0.12% active | AID 1008;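 further: 0% = wells without compound plus tracer and 100% = blocker peptide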
# ABCG2 block – inhibitors of human ABCG2 transporter, ABCB1 counter-screen. inhibition, % at 6.6 µM. Q9UNQ0. 190,000 tested, 0.1% active. IgMXP3 cells, JC-1 efflux, flow cytometry. AID 1325;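 active means inhibition above 80%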;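 further: 0% = DMSO and 100% = nicardipine control wells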
# Target sequence (Q9UNQ0 whole entry, looked up): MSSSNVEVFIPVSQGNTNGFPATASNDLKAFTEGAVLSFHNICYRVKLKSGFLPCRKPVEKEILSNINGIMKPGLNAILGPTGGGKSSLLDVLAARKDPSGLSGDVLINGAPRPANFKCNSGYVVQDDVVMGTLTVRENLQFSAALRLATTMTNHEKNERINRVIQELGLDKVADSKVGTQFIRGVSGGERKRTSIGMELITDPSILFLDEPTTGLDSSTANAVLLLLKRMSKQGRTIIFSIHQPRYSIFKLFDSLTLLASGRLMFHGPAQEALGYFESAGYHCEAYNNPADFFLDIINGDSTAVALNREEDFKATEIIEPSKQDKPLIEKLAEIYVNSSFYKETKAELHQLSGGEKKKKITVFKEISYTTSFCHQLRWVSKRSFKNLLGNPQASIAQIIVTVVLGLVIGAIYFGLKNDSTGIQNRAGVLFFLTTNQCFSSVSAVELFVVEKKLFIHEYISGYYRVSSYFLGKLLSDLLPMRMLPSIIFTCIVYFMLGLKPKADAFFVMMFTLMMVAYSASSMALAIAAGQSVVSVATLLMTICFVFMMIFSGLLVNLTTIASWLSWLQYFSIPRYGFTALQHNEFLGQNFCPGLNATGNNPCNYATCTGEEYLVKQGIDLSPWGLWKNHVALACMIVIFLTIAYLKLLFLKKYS
#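 material = IgMXP3 (ABCG2) plus far-red-tagged CCRF-Adr (ABCB1) cells | amount = 3 million cells/mL, equal mix of both lines | also added = JC-1 transporter substrate | dosing = one concentration, 6.6 µM final | schedule = 10 min at 25 °C | measured by = flow cytometric JC-1 green MFI at 530 nm | read-out basis = percent efflux inhibition, scaled nicardipine 100% to DMSO 0%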
# Bcl-B Bim block – human Bim-Bcl-B interaction inhibition; bead-based flow cytometry, Bim peptide-Bcl-B binding; inhibition, % at 10 µM; 190,000 tested, 0.073% active; AID 951;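 further: 0% = tracer peptide without compound and 100% = reference inhibitor peptide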
# Target sequence (Q9HD36 whole entry, looked up): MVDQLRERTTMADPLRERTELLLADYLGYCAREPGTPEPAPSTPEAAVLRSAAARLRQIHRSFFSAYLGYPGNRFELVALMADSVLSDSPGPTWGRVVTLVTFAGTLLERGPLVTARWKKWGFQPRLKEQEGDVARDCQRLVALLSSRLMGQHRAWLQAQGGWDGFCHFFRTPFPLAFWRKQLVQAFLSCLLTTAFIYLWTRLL
# RGS7-Gao reg – modulates binding of RGS7 to human Galphao; P09471; AID 1439; Multiplexed bead flow cytometry; actives lie on both sides; 220,000 tested, 0.35% active; binding response (% of control), % at 10 µM; in the data active means binding response below about 49% or above about 150%; inconclusive means no clear call, values can overlap the other calls; inactive means in between;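 further: fluorescent Galphao held in activated GDP-AlF4 state binding bead-coupled RGS7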
# RGS4-Gao reg – modulates binding of RGS4 to human Galphao; P09471; Multiplexed bead flow cytometry; actives lie on both sides; binding response (% of control), % at 10 µM; 220,000 tested, 0.33% active; in the data active means binding response below about 49% or above about 150%; inactive means in between;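 further: fluorescent Galphao activated with aluminum fluoride binding bead-coupled RGS4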
# Bcl-2 Bim block – disrupts Bim peptide binding to human Bcl-2; AID 950; 190,000 tested, 0.06% active; Bead-based flow cytometry, Bim peptide-Bcl-2 binding; P10415; inhibition, % at 10 µM; in the data active means inhibition above about 40%; inconclusive means no clear call, values can overlap the other calls;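 further: 0% = no compound wells with probe peptide and 100% = reference peptide inhibitor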
# Bcl-XL Bim block – human Bim-Bcl-XL interaction inhibition. Q07817. Bim peptide-Bcl-XL binding, bead flow cytometry, fluorescence. inhibition, % at 10 µM. 190,000 tested, 0.04% active. AID 1007
# Starred values were filed as active, the others as inactive; u = inconclusive; [ ] = another dose, or the depositor's remark. Unless noted, no stated cut-off is given here; in the data, active means inhibition above about 40%.
SMILES,ABCB1 inh,Bim-Bcl-W,GSH fluor,Avidin bead fluor,Bim-Bfl-1,ABCG2 block,Bcl-B Bim block,RGS7-Gao reg,RGS4-Gao reg,Bcl-2 Bim block,Bcl-XL Bim block
O=C(/C=C/c1ccc2c(c1)OCO2)Nc1ccc(Cl)cn1,1.8,-2.0,11,22,-11.0,13.0,-7.0,101.5,107.8,-1.0,-3.0
CCOc1ccc(OCc2cccc(C(=O)O)c2)cc1,0.5,-3.0,26,39,-20.0,23.0,-8.0,98.3,101.3,-11.0,-11.0
O=C(CSc1nnnn1C1CCCCC1)N1CCc2ccccc21,0.3,-1.0,34,5,-11.0,1.9,-8.0,101.1,97.3,-8.0,-1.0
COC(=O)C(C)(C(=O)OC)c1ccccc1[N+](=O)[O-],0.3,2.0,10,7,-8.0,0.9,-2.0,98.7,100.1,-2.0,0.0
c1cnc2ccc(C(c3nnnn3C3CCCC3)N3CCN4CCCC4C3)cc2c1 (stereo not given),0.7,0.0,19,37,0.0,2.3,0.0,103.2,102.8,0.0,-1.0
N#CCSc1nc(-c2ccccc2)cs1,0.4,0.0,24,7,-10.0,1.6,-7.0,93.7,99.3,-9.0,-4.0
O=C(NCC(=O)N1CCCCC1)c1ccc(Cl)cc1Cl,0.4,3.0,12,12,0.0,4.2,2.0,103.0,100.0,0.0,0.0
Cc1ccc(-c2csc(Nc3ccc(C(=O)O)cc3)[n+]2Cc2ccccc2)cc1,-0.1,0.0,10,4,-1.0,-0.4,0.0,97.6,102.1,0.0,-2.0
COC(=O)C1C(=O)NCC1c1ccc(OC)cc1 (stereo not given),0.1,-2.0,13,8,-10.0,0.7,-8.0,96.9,93.3,-7.0,-2.0
CCNC(=S)N/N=C(\C)c1ccc2ccccc2c1,2.4,-2.0,15,9,-5.0,34.8,-5.0,u,100.3,-2.0,0.0
COc1ccc(CNC(=O)COC(=O)CCC2CCCCC2)cc1,0.1,0.0,11,4,3.0,0.7,4.0,101.7,99.5,2.0,1.0
CCN(CC)CCNC1=NCCn2c1cc1cc(OC)ccc12,0.3,2.0,10,9,-3.0,1.4,-3.0,100.2,99.0,-8.0,0.0
CC(/C=C/c1ccco1)=N\NC(=O)c1cc(Cl)ccc1O,-0.9,1.0,8,30,-4.0,-2.6,-4.0,107.2,104.5,0.0,-4.0
COC(=O)c1ccccc1NS(=O)(=O)c1ccc(NC(C)=O)cc1,0.1,-1.0,14,19,-4.0,-0.5,-6.0,151.4*[activator],128.1,-1.0,-2.0
N/N=C(\c1ccccc1)C12CN3CN(CN(C3)C1)C2,0.0,-2.0,11,14,-10.0,-1.6,-5.0,98.3,100.7,-11.0,-12.0
Cn1c(NC(=O)C[n+]2cc(-c3ccc(Cl)cc3)n3c2CCC3)cc(=O)n(C)c1=O,0.9,-4.0,10,4,-1.0,14.4,-7.0,100.4,101.1,-2.0,-8.0
COc1ccc(OCCOCCOc2ccc(C)cc2[N+](=O)[O-])cc1,0.1,0.0,9,6,-6.0,0.7,0.0,110.8,104.4,-3.0,-2.0
O=C(O)CCC(=O)NNC(=O)COc1cccc(Cl)c1,0.5,1.0,19,9,-1.0,-0.5,-4.0,99.6,101.9,-2.0,-2.0
CCCCOc1ccc(CNn2c(C)nc3ccccc3c2=O)cc1,0.5,1.0,35,13,-13.0,3.5,-10.0,100.7,101.9,-9.0,3.0
CCCCn1c(NC(C)=O)c(C#N)c2nc3ccccc3nc21,0.8,1.0,26,15,4.0,8.1,0.0,101.0,94.0,0.0,-2.0
COc1ccc(S(=O)(=O)N(C)CC(=O)Nc2ccc3c(c2)OCO3)cc1,0.6,2.0,35,10,-11.0,3.8,-6.0,99.6,99.3,-9.0,-1.0
COCCOC(=O)C1=C(C)NC(=O)NC1c1c(Cl)nc2ccccn2c1=O (stereo not given),0.0,-5.0,12,12,-6.0,-1.1,-9.0,105.5,102.3,-8.0,-5.0
OC(c1ccccc1)c1nccc2ccccc12 (stereo not given),0.4,-1.0,9,14,-3.0,3.0,-3.0,103.8,102.5,-4.0,-1.0
CCN(CC(=O)NC1CCS(=O)(=O)C1)S(=O)(=O)c1ccc(F)cc1 (stereo not given),0.4,-4.0,5,3,0.0,2.0,-4.0,98.8,100.3,-3.0,-4.0
CCOC(=O)C1=C(C)N(CC)C(=S)NC1c1ccccc1OC(F)F (stereo not given),0.8,2.0,14,10,-5.0,3.3,-2.0,109.1,109.7,-1.0,-1.0
CC(=O)c1ccc(NC(=O)CN2CCN(c3ncccn3)CC2)cc1,0.1,1.0,46,9,-13.0,2.8,-23.0,96.9,101.6,-18.0,-17.0
COc1ccc(CCNC(=O)c2ccc(N3CCCC3=O)cc2)cc1,0.2,1.0,15,33,-2.0,0.7,-3.0,101.3,101.0,-1.0,0.0
Fc1cccc2ncnc(OCc3ccccc3)c12,-0.3,0.0,15,10,-2.0,-0.1,-4.0,u,104.9,-1.0,-3.0
CCOC(=O)C(NC(=O)CC)(Nc1sc(C)c(CC)c1C#N)C(F)(F)F (stereo not given),-0.3,3.0,11,10,-1.0,-2.5,3.0,104.4,102.7,2.0,2.0
O=C(CCCO)N/N=C/c1ccccc1[N+](=O)[O-],0.6,-2.0,9,0,-1.0,5.3,-5.0,96.1,96.6,1.0,-2.0

# Another view of some results above.
molecule	ABCB1 inh	Bim-Bcl-W	GSH fluor	Avidin bead fluor	Bim-Bfl-1	ABCG2 block	Bcl-B Bim block	RGS7-Gao reg	RGS4-Gao reg	Bcl-2 Bim block	Bcl-XL Bim block
CCCCOc1ccc(CNn2c(C)nc3ccccc3c2=O)cc1	0.5	1.0	35	13	-13.0	3.5	-10.0	100.7	101.9	-9.0	3.0
CCCCn1c(NC(C)=O)c(C#N)c2nc3ccccc3nc21	0.8	1.0	26	15	4.0	8.1	0.0	101.0	94.0	0.0	-2.0
COc1ccc(S(=O)(=O)N(C)CC(=O)Nc2ccc3c(c2)OCO3)cc1	0.6	2.0	35	10	-11.0	3.8	-6.0	99.6	99.3	-9.0	-1.0
COCCOC(=O)C1=C(C)NC(=O)NC1c1c(Cl)nc2ccccn2c1=O (stereo not given)	0.0	-5.0	12	12	-6.0	-1.1	-9.0	105.5	102.3	-8.0	-5.0
OC(c1ccccc1)c1nccc2ccccc12 (stereo not given)	0.4	-1.0	9	14	-3.0	3.0	-3.0	103.8	102.5	-4.0	-1.0
CCN(CC(=O)NC1CCS(=O)(=O)C1)S(=O)(=O)c1ccc(F)cc1 (stereo not given)	0.4	-4.0	5	3	0.0	2.0	-4.0	98.8	100.3	-3.0	-4.0
CCOC(=O)C1=C(C)N(CC)C(=S)NC1c1ccccc1OC(F)F (stereo not given)	0.8	2.0	14	10	-5.0	3.3	-2.0	109.1	109.7	-1.0	-1.0
CC(=O)c1ccc(NC(=O)CN2CCN(c3ncccn3)CC2)cc1	0.1	1.0	46	9	-13.0	2.8	-23.0	96.9	101.6	-18.0	-17.0
COc1ccc(CCNC(=O)c2ccc(N3CCCC3=O)cc2)cc1	0.2	1.0	15	33	-2.0	0.7	-3.0	101.3	101.0	-1.0	0.0
Fc1cccc2ncnc(OCc3ccccc3)c12	-0.3	0.0	15	10	-2.0	-0.1	-4.0	u	104.9	-1.0	-3.0
CCOC(=O)C(NC(=O)CC)(Nc1sc(C)c(CC)c1C#N)C(F)(F)F (stereo not given)	-0.3	3.0	11	10	-1.0	-2.5	3.0	104.4	102.7	2.0	2.0
O=C(CCCO)N/N=C/c1ccccc1[N+](=O)[O-]	0.6	-2.0	9	0	-1.0	5.3	-5.0	96.1	96.6	1.0	-2.0

# Continued.
SMILES,ABCB1 inh,Bim-Bcl-W,GSH fluor,Avidin bead fluor,Bim-Bfl-1,ABCG2 block,Bcl-B Bim block,RGS7-Gao reg,RGS4-Gao reg,Bcl-2 Bim block,Bcl-XL Bim block
CC(C)c1ccccc1NC(=O)c1cnccn1,0.8,-1.0,25,21,-17.0,13.0,-7.0,102.1,102.1,-13.0,-6.0
COc1cc2c(cc1NC(=O)COC(=O)C(CCSC)NC(=O)c1ccccc1Cl)oc1ccccc12 (stereo not given),-0.1,-4.0,6,14,0.0,2.5,-3.0,100.6,100.8,-2.0,-7.0
Cc1cc(C)n(C(=O)CNC(=O)Cc2ccccc2)n1,0.1,-4.0,15,28,-2.0,0.0,-1.0,103.0,103.1,-7.0,0.0
COc1ccc(CN(C(=O)c2snc(C(N)=O)c2N)C(C(=O)NC(C)(C)C)c2ccco2)cc1 (stereo not given),1.4,-1.0,14,35,1.0,1.3,-1.0,100.1,101.7,0.0,-1.0
COc1ccc(Cl)cc1NC(=O)C1(c2cccs2)CCOCC1,1.3,-4.0,17,10,-5.0,19.0,-2.0,u,102.0,-3.0,-3.0
Cc1ccc(S(=O)(=O)Nc2ccccn2)cc1[N+](=O)[O-],0.8,0.0,12,10,-4.0,1.0,-6.0,u,97.1,-3.0,-1.0
COC(=O)c1sccc1NC(=O)Nc1ccccc1F,0.8,1.0,14,7,-5.0,4.0,-2.0,110.4,97.4,-3.0,0.0
CCCCn1c(NC(=O)C2CCCCC2)nc2ccccc21,0.3,-3.0,24,11,-1.0,1.7,-2.0,98.8,100.4,-2.0,-2.0
COc1cccc(N2CCN(C3CCCC(C)C3)CC2)c1 (stereo not given),0.2,-3.0,25,12,-1.0,0.5,-1.0,104.4,102.8,-5.0,-5.0
CC(C)Cc1ccc(C(C)C(=O)Nc2nccs2)cc1 (stereo not given),-3.2,-3.0,30,5,-8.0,-3.8,-9.0,104.2,101.9,-3.0,-6.0
CCOc1cc([C@H]2[C@@H]3CCCC[C@]3(O)CCN2CC(=O)NCc2ccco2)ccc1O,0.4,0.0,24,7,-10.0,2.5,-6.0,100.7,101.4,-8.0,0.0
NNC1=N[C@H]2CS(=O)(=O)C[C@H]2S1,-0.2,-1.0,9,6,0.0,-4.6,0.0,114.0,110.9,0.0,-1.0
Cc1ccc(Cl)cc1NC(=S)N(Cc1ccccc1)Cc1cccnc1,0.6,0.0,15,10,-1.0,0.9,-12.0,u,101.6,0.0,-3.0
O=C(O)c1ccccc1-c1nc2cc(Cl)ccc2c(=O)n1O,0.2,-1.0,14,10,-2.0,0.2,-3.0,103.0,105.1,-2.0,-2.0
CN(C)S(=O)(=O)c1cccc(NC(=O)Cn2cc(C(F)(F)F)cc(Cl)c2=O)c1,0.9,0.0,12,20,-4.0,1.4,-1.0,100.0,100.6,0.0,-1.0
